RGS4-Gao reg – human RGS4-Galphao interaction regulation | P09471 | binding response (% of control), % at 10 µM | AID 1415 | actives 0.33% (n = 220,000) | Multiplexed bead flow cytometry, RGS4-Galphao binding; actives lie on both sides; in the data active = binding response below about 49% or above about 150%; inactive = in between;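 note: fluorescent Galphao activated with aluminum fluoride binding bead-coupled RGS4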
Target sequence (P09471 whole entry, looked up): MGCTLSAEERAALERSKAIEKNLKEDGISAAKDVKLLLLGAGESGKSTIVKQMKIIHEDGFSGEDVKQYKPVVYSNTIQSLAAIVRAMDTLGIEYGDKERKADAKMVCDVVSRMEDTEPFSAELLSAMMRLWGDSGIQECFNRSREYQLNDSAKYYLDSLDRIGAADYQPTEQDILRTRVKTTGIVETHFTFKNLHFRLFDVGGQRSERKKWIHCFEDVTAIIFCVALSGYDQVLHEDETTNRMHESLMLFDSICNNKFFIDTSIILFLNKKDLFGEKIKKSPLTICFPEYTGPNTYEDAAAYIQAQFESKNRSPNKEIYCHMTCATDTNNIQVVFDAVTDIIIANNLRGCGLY
Bcl-XL Bim block – disrupts Bim peptide binding to human Bcl-XL | actives 0.04% (n = 190,000) | AID 1007 | bead flow cytometry, fluorescence | inhibition, % at 10 µM
Target sequence (Q07817 whole entry, looked up): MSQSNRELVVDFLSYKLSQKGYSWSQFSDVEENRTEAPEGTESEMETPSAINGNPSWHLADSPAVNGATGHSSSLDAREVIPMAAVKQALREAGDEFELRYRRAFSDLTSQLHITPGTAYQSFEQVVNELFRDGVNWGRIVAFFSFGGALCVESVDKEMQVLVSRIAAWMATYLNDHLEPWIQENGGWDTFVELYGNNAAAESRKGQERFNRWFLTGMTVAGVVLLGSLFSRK
ABCG2 inh – blocks JC-1 efflux by human ABCG2 transporter; IgMXP3 cells, flow cytometry; inhibition, % at 6.6 µM; actives 0.1% (n = 190,000); AID 1325;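 active = inhibition above 80%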;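 note: 0% = DMSO and 100% = nicardipine control wells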
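Assay system – ABCG2 IgMXP3 and barcoded ABCB1 CCRF-Adr cell mix · Input – 3 million cells/mL in well · Reagent – JC-1 fluorescent substrate · Compound – single test compound dose, 6.6 µM final · Timing – 10 min exposure at 25 °C with rotation, no wash · Detection – flow cytometry of retained JC-1 fluorescence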
Bcl-B Bim block – disrupts Bim peptide binding to human Bcl-B; inhibition, % at 10 µM; AID 951; bead-based flow cytometry; actives 0.073% (n = 190,000);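 note: 0% = tracer peptide without compound and 100% = reference inhibitor peptide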
Bcl-W Bim block – inhibitors of Bim-Bcl-W interaction, human; inhibition, % at 10 µM; Q92843; actives 0.02% (n = 190,000); AID 952; bead-based flow cytometry, Bim peptide-Bcl-W binding;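 note: 0% = bound tracer without compound and 100% = peptide blocker; higher means less fluorescent Bim peptide bound to Bcl-W beads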
Target sequence (Q92843 whole entry, looked up): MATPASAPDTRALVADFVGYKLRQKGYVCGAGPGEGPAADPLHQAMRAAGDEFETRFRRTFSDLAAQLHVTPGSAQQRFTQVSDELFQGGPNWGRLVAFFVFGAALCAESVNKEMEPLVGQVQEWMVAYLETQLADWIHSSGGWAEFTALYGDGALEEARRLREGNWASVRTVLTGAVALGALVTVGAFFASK
Bfl-1 Bim block – human Bim-Bfl-1 interaction inhibition; Q16548; actives 0.12% (n = 190,000); Bead-based flow cytometry, Bim-Bfl-1 binding inhibition; inhibition, % at 10 µM;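 note: 0% = wells without compound plus tracer and 100% = blocker peptide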
Avidin fluor – avidin bead compound fluorescence profile | AID 1775 | fluorescence (KMESF) at 10 µM | Avidin beads, compound fluorescence 488/530 nm, flow cytometry; active compounds read high | actives 0.38% (n = 220,000); in the data active = fluorescence above about 47; note: inactives centre near 10
RGS7-Gao – modulates binding of RGS7 to human Galphao; actives 0.35% (n = 220,000); binding response (% of control), % at 10 µM; Multiplexed bead flow cytometry; actives lie on both sides; AID 1439; P09471; in the data active = binding response below about 49% or above about 150%; inconclusive = no clear call, values can overlap the other calls; inactive = in between;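 note: fluorescent Galphao held in activated GDP-AlF4 state binding bead-coupled RGS7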
Bim-Bcl-2 – human Bim-Bcl-2 interaction inhibition; actives 0.06% (n = 190,000); AID 950; Bead-based flow cytometry, Bim peptide-Bcl-2 binding; P10415; inhibition, % at 10 µM; in the data active = inhibition above about 40%; inconclusive = no clear call, values can overlap the other calls;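 note: 0% = no compound wells with probe peptide and 100% = reference peptide inhibitor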
Target sequence (P10415 whole entry, looked up): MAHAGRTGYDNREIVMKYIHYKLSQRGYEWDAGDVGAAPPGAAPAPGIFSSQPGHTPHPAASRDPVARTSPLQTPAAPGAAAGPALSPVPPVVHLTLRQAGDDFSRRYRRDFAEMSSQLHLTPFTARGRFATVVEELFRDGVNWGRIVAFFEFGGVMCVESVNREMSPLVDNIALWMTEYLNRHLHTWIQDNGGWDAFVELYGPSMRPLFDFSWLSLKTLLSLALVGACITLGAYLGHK
ABCB1 block – human ABCB1 inhibition, ABCG2 as counter-screen | CCRF-Adr cells, JC-1 efflux, flow cytometry | inhibition, % at 6.6 µM | actives 0.067% (n = 190,000); in the data active = inhibition above about 40%;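 note: 0% = vehicle and 100% = reference inhibitor; higher value means more JC-1 retained so stronger ABCB1 efflux block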
GSH fluor – compound fluoresces at 488/530 nm on GSH beads | GSH beads flow cytometry, compound fluorescence 488/530 nm; active compounds read high | actives 0.25% (n = 190,000) | fluorescence (KMESF) at 10 µM | AID 1776; in the data active = fluorescence above about 89;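 note: glutathione beads carrying GST-tagged Bcl family fusion proteins plus one bare bead set; values are compound well signal with DMSO vehicle wells as background; inactives centre near 16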
The depositor's hits bear a star; ? = inconclusive; · = not tested or not shown. Cut-off read from the data, not from the text of the source, unless noted: active = inhibition above about 40%.

SMILES | RGS4-Gao reg | Bcl-XL Bim block | ABCG2 inh | Bcl-B Bim block | Bcl-W Bim block | Bfl-1 Bim block | Avidin fluor | RGS7-Gao | Bim-Bcl-2 | ABCB1 block | GSH fluor
CCOC(=O)c1c(C)[nH]c(C(=O)C(C)OC(=O)c2oc3ccccc3c2COC)c1C (stereo not given) | 98 | -1 | 3 | 1 | -1 | 1 | 13 | 98 | 3 | 0.2 | 23
O=C(Nc1cccc([N+](=O)[O-])c1)Nc1ccc(Cl)cn1 | 107 | -3 | 8 | 0 | -6 | 3 | 9 | 106 | 1 | -0.4 | 11
O=C(COC(=O)c1ccccc1S(=O)(=O)N1CCCCC1)NCC(F)(F)F | 101 | -5 | 2 | -3 | -1 | -9 | 19 | 99 | -9 | 0.7 | 28
N=c1nc(N)nc2n1NC(c1ccc(F)cc1)=CS2 | 104 | 5 | 0 | 3 | 2 | 0 | 33 | 103 | 1 | -0.1 | 21
O=C(Nc1ccc(Cl)c(Cl)c1)OCc1cnc(Cl)s1 | 98 | -1 | 2 | -1 | 0 | 0 | 13 | 98 | -4 | 0.0 | 64
CC(=O)Nc1ccc(S(=O)(=O)NC2=NCN(CCOC(=O)c3ccccc3)CN2)cc1 | 104 | -2 | 3 | -3 | 1 | -12 | 4 | 104 | 0 | 0.5 | 16
Cc1cccc(Nc2nnc(SC/C(O)=C(\C#N)c3nc4ccccc4[nH]3)s2)c1C | 94 | -4 | -13 | -8 | -4 | 0 | 4 | 97 | -1 | -5.1 | 8
CCCN(CCC)c1nc(C#N)nc(N(CCC)CCC)n1 | 96 | -3 | 11 | -1 | -1 | 4 | 1 | 54 | 0 | 1.2 | 11
Cc1nonc1OCCCNc1ccc([N+](=O)[O-])cc1Cl | 102 | 0 | 1 | -6 | -4 | -8 | 25 | 101 | -6 | 0.2 | 9
O=C(COc1ccccc1Cl)NC(=O)NC1CCCC1 | 102 | -7 | 22 | -11 | -3 | -17 | 17 | 105 | -10 | 0.8 | 23
COc1ccccc1N1CCN(C(=O)CNC(=O)c2cn(-c3ccccc3OC)c(=O)c3ccccc23)CC1 | 97 | -4 | 2 | 0 | 0 | -3 | 11 | 92 | -1 | 0.9 | 11
CCOC(=O)c1c(-c2cccs2)csc1NC(=O)CN(CC)CC | 46* | -2 | 6 | -5 | -1 | -1 | 2 | 42* | -1 | 1.2 | 27

Laid out differently: results already given
Structure	RGS4-Gao reg	Bcl-XL Bim block	ABCG2 inh	Bcl-B Bim block	Bcl-W Bim block	Bfl-1 Bim block	Avidin fluor	RGS7-Gao	Bim-Bcl-2	ABCB1 block	GSH fluor
CCCN(CCC)c1nc(C#N)nc(N(CCC)CCC)n1	96	-3	11	-1	-1	4	1	54	0	1.2	11
Cc1nonc1OCCCNc1ccc([N+](=O)[O-])cc1Cl	102	0	1	-6	-4	-8	25	101	-6	0.2	9

(continued)
SMILES | RGS4-Gao reg | Bcl-XL Bim block | ABCG2 inh | Bcl-B Bim block | Bcl-W Bim block | Bfl-1 Bim block | Avidin fluor | RGS7-Gao | Bim-Bcl-2 | ABCB1 block | GSH fluor
COC(=O)Nc1ccc(Oc2ccccc2)cc1 | 107 | 5 | 3 | -7 | 3 | -9 | 14 | 101 | -6 | -0.2 | 44
COc1ccccc1N(CC(=O)NC1CCCC1)C(=O)CCC(=O)Nc1cc(C)on1 | 100 | -8 | 3 | -12 | -5 | -22 | 13 | 98 | -16 | 1.1 | 36
O=C(CSc1nnc2ccccn12)N1CCc2ccccc21 | 104 | -3 | 1 | -5 | -2 | -6 | 10 | 102 | -3 | 0.1 | 13
Cc1ccc(-c2ccc(=O)n(CC(=O)Nc3cccc(C(=O)N4CCN(C)CC4)c3)n2)cc1 | 97 | -7 | -4 | -9 | -1 | -20 | 32 | 96 | -12 | -0.2 | 28
COc1ccc(OC)c(S(=O)(=O)N2CCC(C(=O)N3CCN(Cc4ccccc4)CC3)CC2)c1 | 98 | -1 | 0 | -1 | 3 | -9 | 12 | 102 | -4 | 0.4 | 11
OC(CNCc1ccccc1C(F)(F)F)C(F)(F)F (stereo not given) | 108 | -2 | 0 | 0 | -1 | -4 | 9 | 117 | -2 | 0.2 | 12
CCC(=O)NC(O)C(=O)c1ccc(C)cc1 (stereo not given) | 100 | -14 | 2 | -6 | -3 | -14 | 12 | 100 | -12 | 0.4 | 23
CCN1C=CC2=C(C#N)C(N)C(C#N)(C#N)C(c3ccccc3C(F)(F)F)C2C1 (stereo not given) | 102 | -1 | 5 | -2 | 2 | 3 | 5 | 104 | 4 | 0.7 | 14
O=C(COC(=O)c1cc(=O)c2ccccc2o1)NCC1CCCCC1 | 101 | -7 | 9 | -4 | -4 | -4 | 11 | 101 | -4 | 1.1 | 23
O=C(CCC1CCCCC1)Nc1c2c(nn1-c1ccc(F)cc1)CS(=O)C2 (stereo not given) | 104 | -2 | 0 | -4 | 0 | -11 | 7 | 103 | -7 | 0.3 | 48
Nc1ccccc1-c1nnc(SCc2ccccc2Cl)[nH]c1=O | 99 | 0 | 3 | 0 | 3 | 0 | 6 | 98 | 0 | 0.2 | 8
NNC(=O)CNC(c1ccccc1)c1cc(Br)ccc1NC(=O)CCN1CCOCC1 (stereo not given) | 102 | 0 | 2 | 0 | -4 | 0 | 7 | 99 | -1 | 0.6 | 24
O=S(=O)(CC(CN1CCCC1)N1CCCC1)c1ccc2ccccc2c1 (stereo not given) | 101 | 8 | -2 | 16 | 10 | 5 | 5 | 101 | 19 | -0.6 | 59
COc1cc(/C=C/C(=O)O)cc(S(=O)(=O)Nc2ccc(F)cc2)c1OC | 102 | -20 | -1 | -15 | -16 | -8 | 3 | 100 | -7 | 0.0 | 19
COCCn1nnnc1C(c1cccs1)N1CCN(c2nc3ccccc3s2)CC1 (stereo not given) | 100 | -2 | 9 | -3 | -5 | -1 | 22 | 98 | -5 | 1.8 | 16
Cc1cc(=O)[nH]c(/N=C(\N)Nc2ccc(SC(F)F)cc2)n1 | 100 | -3 | 4 | -4 | 0 | -4 | 12 | 106 | -1 | 0.0 | 17
O=C(c1ccccc1)c1cccn1CC(=O)N1CCN(c2ccccc2)CC1 | 104 | -5 | 1 | -3 | 0 | 0 | 35 | 100 | 0 | 1.6 | 15
COc1ccc(-c2nc(C#N)c(N3CCc4ccccc4C3)o2)cc1OC | 97 | -3 | 7 | 0 | -4 | -5 | 10 | 100 | -4 | 2.8 | 15
N=C1c2ccccc2CN1NC(=O)c1cccc(S(=O)(=O)N2CCOCC2)c1 | 116 | 1 | 22 | -3 | 0 | 0 | 10 | 114 | -5 | 5.1 | 12
CC1=NN(C(=O)c2ccc(Cn3nc(C)c([N+](=O)[O-])c3C)cc2)C(O)(C(F)(F)F)C1 (stereo not given) | 100 | 13 | 2 | -2 | 8 | -8 | 13 | 97 | -3 | 0.8 | 64
COc1ccc(Cl)cc1NC(=O)C(C)N1CCN(C/C=C/c2ccccc2)CC1 (stereo not given) | 112 | -2 | 7 | -5 | -3 | -3 | 8 | 103 | -6 | 2.5 | 20
O=C(Nc1ccc(S(=O)(=O)NC2CCCCC2)cc1)c1ccco1 | 104 | -2 | 3 | -6 | -3 | 0 | 21 | 103 | 9 | 0.8 | 15
O=C(CSc1cccc(C(F)(F)F)c1)NC(=O)c1ccccc1 | 100 | -6 | 7 | -10 | -3 | -13 | 18 | 98 | -11 | 0.3 | 16
O=C(NC1CCCC1)C(c1ccc(N2CCOCC2)cc1)N(Cc1ccco1)C(=O)c1ccco1 (stereo not given) | 99 | -12 | 15 | -9 | -3 | -19 | 15 | 100 | -10 | 0.8 | 38

In the list so far, these have an NH in an aromatic ring:
SMILES | RGS4-Gao reg | Bcl-XL Bim block | ABCG2 inh | Bcl-B Bim block | Bcl-W Bim block | Bfl-1 Bim block | Avidin fluor | RGS7-Gao | Bim-Bcl-2 | ABCB1 block | GSH fluor
CCOC(=O)c1c(C)[nH]c(C(=O)C(C)OC(=O)c2oc3ccccc3c2COC)c1C (stereo not given) | 98 | -1 | 3 | 1 | -1 | 1 | 13 | 98 | 3 | 0.2 | 23
Cc1cccc(Nc2nnc(SC/C(O)=C(\C#N)c3nc4ccccc4[nH]3)s2)c1C | 94 | -4 | -13 | -8 | -4 | 0 | 4 | 97 | -1 | -5.1 | 8
Nc1ccccc1-c1nnc(SCc2ccccc2Cl)[nH]c1=O | 99 | 0 | 3 | 0 | 3 | 0 | 6 | 98 | 0 | 0.2 | 8
Cc1cc(=O)[nH]c(/N=C(\N)Nc2ccc(SC(F)F)cc2)n1 | 100 | -3 | 4 | -4 | 0 | -4 | 12 | 106 | -1 | 0.0 | 17

Other structures follow:
SMILES | RGS4-Gao reg | Bcl-XL Bim block | ABCG2 inh | Bcl-B Bim block | Bcl-W Bim block | Bfl-1 Bim block | Avidin fluor | RGS7-Gao | Bim-Bcl-2 | ABCB1 block | GSH fluor
COc1ccc(OC)c(S(=O)(=O)N2c3ccccc3CC2C)c1 (stereo not given) | 99 | 0 | 1 | 0 | -1 | -1 | 38 | 97 | -3 | 0.1 | 18
CCOc1ccccc1NC(=O)c1nc(-c2ccccc2)oc1C | 101 | -5 | 5 | -4 | -1 | -1 | 5 | 101 | -5 | 0.5 | 10
CCn1nnnc1SCC(=O)c1ccc2c(c1)OCCO2 | 92 | 1 | 3 | 6 | 0 | 0 | 12 | 92 | 2 | 0.0 | 11
Cc1nnc(C)n1/N=C/c1cccc(Oc2ccccc2)c1 | 100 | -6 | 11 | -9 | -1 | -13 | 22 | 99 | -4 | -0.3 | 30
CC(C)C1CCC(C(=O)N[C@H](Cc2ccccc2)C(=O)O)CC1 (stereo not given in full) | 98 | -3 | 1 | -4 | -2 | -4 | 7 | 107 | -4 | · | 70
O=C(CSc1nnc(Cc2cccs2)n1-c1ccc(Cl)cc1)NCc1ccc2c(c1)OCO2 | 96 | -5 | 1 | -3 | 2 | -13 | 9 | 99 | -8 | 0.2 | 14
CCOC(=O)C1CCCN(CCC(=O)Nc2ccc(C)c(C)c2)C1 (stereo not given) | 101 | -3 | 1 | -5 | -2 | -3 | 16 | 100 | 0 | 0.8 | 22
OC(CNc1ccccc1)Cn1ccc2ccccc21 (stereo not given) | 98 | -3 | 0 | -1 | 0 | -6 | 9 | ? | -5 | -0.7 | 17
O=c1[nH]c2cc3c(cc2cc1CN(Cc1ccco1)C(=S)NCCCN1CCOCC1)OCCO3 | 102 | -3 | 0 | 0 | -3 | 2 | 5 | 100 | -1 | -0.2 | 9
CCN(CC)C(=O)C1CCCN(c2ccc([N+](=O)[O-])cc2/C=N/NC(=O)c2cccc([N+](=O)[O-])c2)C1 (stereo not given) | 95 | -2 | 1 | -4 | -1 | -1 | 8 | 95 | -1 | 0.4 | 8
COc1cc(C)ccc1OCCON1C(=O)CCC1=O | 101 | -3 | 3 | -3 | 0 | -5 | 8 | ? | -3 | 0.9 | 13
CCO[C@@H]1OC(C(=O)N2CCOCC2)=C[C@H](c2ccc(Br)cc2)[C@H]1CCCO | 104 | 0 | 1 | -1 | 3 | -3 | 5 | 101 | 0 | 0.7 | 20
C=CCSc1nnc(NC(=O)c2cccc(S(=O)(=O)N3CCOCC3)c2)s1 | 99 | -4 | 2 | 0 | 0 | -4 | 9 | 99 | 0 | 0.2 | 60
CCOc1ccc(NC(=O)CSc2ncn[nH]2)c([N+](=O)[O-])c1 | 96 | -5 | 23 | -4 | -4 | -1 | 9 | 94 | -2 | 0.8 | 12
Cc1cccc(NCc2nc3ccccc3n2Cc2ccccc2)c1 | 102 | 3 | 1 | 2 | 3 | 0 | 12 | 99 | 0 | 0.3 | 7

No enrichment for hits; any-hit rate near 1.3%.
